P. falciparum M1AAP – P. falciparum M1AAP inhibitors, biochemical, fluorogenic H-Leu-NHMec substrate, 1536-well (AID 1445). Aminopeptidase N (Plasmodium falciparum (isolate 3D7)). recombinant M1AAP, H-Leu-NHMec fluorogenic kinetic assay; higher % means a stronger effect. actives 0.42% (n = 220,000). one-dose inhibition, % at 30 µM; IC50 in µM for titrated hits;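 active = primary inhibition above the hit cutoff, then over 50% inhibition at one or more dose response concentrations, cut at about 23% in these data, passing the limit was not always enough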;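 note: plate controls were DMSO full reaction for no effect and no enzyme background for full effect; strong numbers were not always called active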
M17LAP inhibition – P. falciparum M17LAP inhibitors, primary screen, biochemical, fluorogenic H-Leu-NHMec substrate, 1536-well (AID 1619). Leucine aminopeptidase (Plasmodium falciparum (isolate 3D7)). recombinant M17LAP, H-Leu-NHMec fluorogenic kinetic assay; higher % means a stronger effect. inhibition, % at 30 µM, or IC50 in µM where a hit was titrated. actives 0.38% (n = 220,000);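 active = compound inhibiting the enzyme by more than half at any dose during confirmatory dose-response retesting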;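 note: plate controls were full reaction with DMSO carrier for no effect and no enzyme background for full effect; strong numbers were not always called active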
Autophagy mod – autophagy modulators in MEF cells, primary screen, imaging, high-content, MEF GFP-LC3 | MEF GFP-LC3 puncta imaging; test concentration mostly 10 µM | calls only at 10 µM (by protocol) | actives 0.98% (n = 190,000);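 active = percentage of spot-positive cells more than 3 SD above its plate mean, without a fluorescence outlier flag or 80% toxicity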;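 note: spot-positive cell cutoff set from DMSO-treated cells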
Yfh1-off respiration – enhancers of respiration in Yfh1-depleted yeast, dose response, Friedreich's ataxia, plus single-dose screen (AID 1465) | actives 0.074% (n = 220,000) | S. cerevisiae Yfh1-off respiration, WST-1 reduction, 72 h; higher fold induction means a stronger effect | fold induction at 50 µM, or EC50 in µM where a hit was titrated;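 active = fold induction of absorbance versus untreated yeast above a set limit, then at least 30% activation at any dose in follow-up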;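 note: activators that raise dye reduction in frataxin-depleted yeast; strong numbers were not always called active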
Dynein cargo inh – inhibitors of GR-EGFP nuclear translocation, primary screen, dynein cargo transport inhibitor project, imaging, high-content, 3617.4 mouse cells | test concentration mostly 20 µM; stimulated with dexamethasone, 1 µM; hits give low values | z-score, hits read low | actives 0.47% (n = 220,000) | AID 1381, 2008;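 active = plate z-score of nuclear minus cytoplasmic receptor signal below a set negative limit, without overly bright fluorescence or cell loss, cut at about -3.5 in these data, passing the limit was not always enough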;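 note: z-score of nuclear minus cytoplasmic ring GR-EGFP intensity difference per well; some compounds called inactive have numbers as strong as hits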
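Buffer or medium: tet-free, stripped-serum medium; Also added: dexamethasone, 1.0 µM final; Technique: high-content fluorescence imaging after fixation; Times: 48 h induction, 1 h compound, 30 min dex at 37 °C; Read-out: per-cell GR-EGFP intensity, nucleus versus surrounding cytoplasmic ring, well-averaged.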
MT stabilize HCS – microtubule stabilizers in HeLa cells, primary screen, imaging, high-content imaging. actives 0.83% (n = 200,000). % tubulin-high responders, % at 10 µM. AID 2205, 2009. HeLa tubulin immunostaining HCS, 24 h; share of cells brighter than vehicle mean+2SD;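 active = plate Z-score above 3 for both tubulin-high and condensed-nucleus cell shares, with cell loss under 80%, at 10 µM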;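 note: anti alpha tubulin signal scored within the nucleus-defined area of each cell; some results filed as inactive read as strong as hits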
Hep lipid drop – inhibitors of hepatocyte lipid droplet formation, primary screen, imaging, high-throughput imaging, BODIPY stain. AML12 mouse hepatocytes, oleate lipid droplets. inhibition, % at 6.5 µM. actives 0.4% (n = 240,000);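 active = lipid droplet intensity inhibited by at least 50%, with more than 500 cells counted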
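System: AML12 hepatocytes (mouse). Probe or stimulus: oleic acid at 100 µM to induce lipid droplet formation. Times: overnight treatment with compound plus oleate. Detection: Image-based BODIPY and DAPI two-channel analysis. Evaluation: percent inhibition of filter-corrected integrated lipid droplet intensity per well.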
Ins promoter up – insulin promoter activators in MIN6 cells, imaging, high-content screening, mouse beta cells; MIN6 insulin promoter-GFP reporter; hits give high values; z-score at 5 µM; actives 0.3% (n = 190,000); AID 1625, 2009;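 active = z-score above 3 at 5 µM with at least 500 cells counted in the well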
CSM14.1 death rescue – rescue of cells from ER stress-induced death, primary screen, 384-well, CSM14.1, thapsigargin, ATP luminescence (AID 1222); CSM14.1 thapsigargin-induced death rescue, ATP luminescence; higher % means a stronger effect; cellular ATP content (survival), % at 20 µM; hits with a dose series show EC50 in µM; 190,000 tested, under 10 active;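 active = EC50 below 50 µM in the dose-response confirmation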;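 note: death triggered by thapsigargin at about 15 µM added after 2 h compound pretreatment; cell ATP read after overnight thapsigargin exposure of roughly 18 to 22 hours; normalized against plate controls of thapsigargin alone and 5% DMSO vehicle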
Dynein cargo inh cytoplasmic EGFP – also measured in Dynein cargo inh; calls as there; z-score; measured here: cytoplasmic GR-EGFP intensity; hits give high values
Dynein cargo inh nuclear GR-EGFP – recorded beside Dynein cargo inh, whose call it bears; z-score; measured here: nuclear GR-EGFP intensity;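 lower value marks the stronger effect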
Dynein cargo inh cell count – further read-out of Dynein cargo inh, marked with its call; z-score; measured here: cell count per field
Ins promoter up cell count – recorded beside Ins promoter up, whose call it bears; cell count; measured here: cytotoxicity, nuclei count;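 total cells summed across four imaged fields per well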
Hep lipid drop cells 6.5 µM – recorded beside Hep lipid drop, whose call it bears; cell count; measured here: cell count, cytotoxicity flag;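 cells counted across two imaged fields per well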
MT stabilize HCS Hoechst-high % – second read-out of MT stabilize HCS, no call of its own (marks repeat the call); % Hoechst-high responders; measured here: nuclear condensation Hoechst responders;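 share of cells brighter than vehicle mean plus two SD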
MT stabilize HCS cytotoxicity % – also measured in MT stabilize HCS; calls as there; toxicity, %; measured here: cytotoxicity by cell density;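 0% = mean cell density of plate MIN control wells and 100% = no cells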
Autophagy mod cell loss 18 h – second read-out of Autophagy mod, no call of its own (marks repeat the call); toxicity, %; measured here: cell loss, nuclei count;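 cell loss after 18 h compound exposure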
* hit, by the source's call; i = inactive; . = not tested or not shown.

SMILES	P. falciparum M1AAP	M17LAP inhibition	Autophagy mod	Autophagy mod cell loss 18 h	Yfh1-off respiration	Dynein cargo inh	Dynein cargo inh cytoplasmic EGFP	Dynein cargo inh nuclear GR-EGFP	Dynein cargo inh cell count	MT stabilize HCS	MT stabilize HCS Hoechst-high %	MT stabilize HCS cytotoxicity %	Hep lipid drop	Hep lipid drop cells 6.5 µM	Ins promoter up	Ins promoter up cell count	CSM14.1 death rescue
COc1cc(SC)ccc1C(=O)N1CCN(c2ccccc2F)CC1	-1%	-5%	i	1	i	-0.46	-0.29	-0.27	0.63	3.2	2.7	12	2	664	-0.41	1361	0.7%
Cc1cc(C)nc(N2CCC(C(=O)NCCc3ccc(Cl)cc3)CC2)n1	-7%	3%	i	13	i	1.5	0.32	1.2	-0.94	2.0	1.6	14	-14	721	.	.	4.2%
CNc1ccccc1C(C)(C)c1cc(-c2ccc(F)cc2)no1	3%	0%	i	-8	i	-0.83	-0.22	-0.41	0.49	1.5	2.3	4.0	20	691	0.93	1446	-1.4%
Cc1ccc(-n2c3c(cc(C(=O)O)c2=O)C(=O)CC(C)(C)C3)cc1	0%	10%	i	-1	i	-0.45	-0.22	-0.11	0.41	2.1	3.0	24	9	702	1.3	1165	-2.5%
Cc1ccc(S(=O)(=O)N(C)CCCC(=O)NCc2ccc3c(c2)OCO3)cc1	16%	0%	i	-12	i	-0.21	-0.22	-0.39	-0.62	2.7	1.3	5.1	-19	592	.	.	.
C#CCNC(=O)C1CCN(c2cc(C)nc(-c3ccccc3)n2)CC1	-1%	-8%	i	29	i	-1.1	-0.32	-0.61	0.42	3.0	1.7	7.1	16	671	0.15	1535	2.8%
Fc1cccc(Cl)c1Cc1noc(/C=C/c2ccccc2)n1	0%	-6%	i	-1	i	-0.26	-0.19	-0.24	0.75	1.4	1.0	3.6	.	.	-0.24	1490	-2.4%
COC(=O)Cc1cc(OC)c(OC)cc1Cc1cc(OC)c(OC)cc1CC(=O)OC	-1%	0%	i	-34	i	1.2	-0.22	0.48	-0.91	1.7	2.3	9.9	4	613	-0.02	1804	-0.5%
Cc1onc(-c2c(F)cccc2Cl)c1C(=O)OCC(=O)Nc1c(C)n(C)n(-c2ccccc2)c1=O	-3%	2%	i	10	i	-0.36	-0.18	0.19	0.53	2.1	2.7	7.3	.	.	-0.35	1203	-1.3%
N#CC1=C(N)OC2=C(C(=O)CC(c3ccccc3)C2)C1c1cccnc1 (centres undefined)	3%	-5%	i	6	i	-0.63	-0.28	0.19	0.95	2.6	1.1	10	29	788	0.13	1040	-2.4%
CC1(C)CC(=O)C(C=NCC2CCN(C(=O)Cc3ccccc3)CC2)=C(O)C1	8%	5%	i	0	i	0.62	-0.31	0.46	-0.17	3.9	1.9	7.9	14	776	1.7	1182	-1.4%
O=[N+]([O-])c1ccccc1/C=C\C=N\N1CCN(c2ccccc2)CC1	1%	4%	i	3	i	-0.54	-0.22	-0.23	1.1	3.2	4.3	7.8	13	670	0.22	1309	.
O=C1c2ccccc2C2(c3ccc(F)cc3)NCCN12 (centres undefined)	5%	3%	i	36	i	0.61	-0.13	0.55	-0.51	4.5	1.9	12	-20	432	0.17	1576	-0.4%
COCCNC(=O)CN(c1ccc(C)cc1)S(=O)(=O)c1ccc(SC)cc1	8%	1%	i	-1	i	-0.22	-0.19	0.18	0.21	1.5	3.7	6.6	.	.	0.13	1305	-0.7%
Cc1nn(C)c(C)c1S(=O)(=O)N1CCC(C(=O)NCCC2=CCCCC2)CC1	10%	15%	i	4	i	-0.74	-0.23	-0.24	0.55	2.1	3.2	5.3	.	.	-2.2	865	-1.0%

Arranged by the number under Dynein cargo inh nuclear GR-EGFP (descending): some entries from above
| mol | Dynein cargo inh nuclear GR-EGFP |
| --- | --- |
| O=C1c2ccccc2C2(c3ccc(F)cc3)NCCN12 (centres undefined) | 0.55 |
| COC(=O)Cc1cc(OC)c(OC)cc1Cc1cc(OC)c(OC)cc1CC(=O)OC | 0.48 |
| C#CCNC(=O)C1CCN(c2cc(C)nc(-c3ccccc3)n2)CC1 | -0.61 |

The list continues.
SMILES	P. falciparum M1AAP	M17LAP inhibition	Autophagy mod	Autophagy mod cell loss 18 h	Yfh1-off respiration	Dynein cargo inh	Dynein cargo inh cytoplasmic EGFP	Dynein cargo inh nuclear GR-EGFP	Dynein cargo inh cell count	MT stabilize HCS	MT stabilize HCS Hoechst-high %	MT stabilize HCS cytotoxicity %	Hep lipid drop	Hep lipid drop cells 6.5 µM	Ins promoter up	Ins promoter up cell count	CSM14.1 death rescue
CCCOc1c(Br)cc(C2C3=C(CCCC3=O)N(C)C3=C2C(=O)CCC3)cc1OC	11%	-119%	i	3	i	0.49	-0.28	-0.094	-0.42	1.8	2.6	3.0	4	697	-0.09	1290	0.4%
CCc1nc(Nc2ccccc2)c2oc3ccccc3c2n1	6%	6%	i	6	i	-0.81	-0.14	-0.59	0.93	1.6	1.5	6.8	.	.	0.07	1428	-1.9%
COc1ccc(CCNC(=O)C2CCN(S(=O)(=O)c3ccc(OC)c(OC)c3)CC2)cc1	3%	-2%	i	3	i	-0.78	-0.21	-0.22	1.3	1.0	1.6	7.9	12	863	0.89	793	3.0%
O=C1c2ccccc2C(Nc2ccccc2F)N1c1cccnc1 (centres undefined)	0%	2%	i	21	i	0.19	-0.16	0.2	-0.25	2.0	3.1	1.4	.	.	-0.36	939	0.7%
CC(=O)N1CCN(c2cc(N3CCCC3)c(F)cc2[N+](=O)[O-])CC1	12%	63%	i	23	i	0.92	-0.17	0.78	0.028	1.7	0.4	1.4	0	579	-0.05	1479	2.7%
Cc1ccc(/C=C2\CCOC2=O)cc1	4%	-4%	.	.	i	0.97	-0.27	0.41	-0.39	.	.	.	2	733	0.17	1390	.
O=C(O)C1C2CCC(O2)C1C(=O)NCc1ccc(Cl)cc1 (centres undefined)	2%	3%	i	0	i	-0.25	0.026	0.0077	-0.2	3.5	3.6	5.8	0	736	0.51	1163	-1.0%
Cc1cc(C)nc(SCc2nnc(SCc3ccc([N+](=O)[O-])cc3)n2Cc2ccco2)n1	-2%	16%	i	15	i	0.19	-0.34	-0.29	0.74	3.3	2.9	4.8	-26	704	-0.82	2255	-4.8%
COc1ccccc1N(CC(=O)N1CCCCCC1)S(C)(=O)=O	-10%	-6%	i	-7	i	-0.23	-0.13	0.089	0.96	1.7	1.2	9.2	-30	675	-0.39	1789	-1.1%
Fc1ccc(-c2nc3c(-c4ccccc4)cnn3cc2CCN2CCOCC2)cc1	1%	-11%	i	-2	i	-0.87	-0.3	-0.31	0.93	2.9	2.0	6.9	-10	743	.	.	-0.4%
N#CCc1nn(-c2ccc(F)cc2)c(N)c1C#N	0%	3%	i	2	i	-0.023	0.32	0.041	0.21	1.7	1.6	5.1	1	676	-0.13	1468	0.6%
CSc1cccc(NC(=S)Nc2cc(C)ccc2C)c1	2%	5%	.	.	i	0.92	-0.27	0.28	-0.086	.	.	.	-36	639	1.2	1334	.
CC(Sc1nnc2ccccn12)C(=O)Nc1ccc2c(c1)OCO2 (centres undefined)	10%	8%	i	26	i	-0.12	0.022	0.42	0.17	2.1	2.9	9.6	10	709	-0.51	1202	-1.1%
O=S(=O)(c1ccc(Cl)c(F)c1)N1CCC(c2nc(-c3ccncc3)no2)CC1	2%	13%	i	11	i	-0.75	-0.32	-0.17	0.54	4.1	3.0	2.1	.	.	-0.66	1313	1.7%
CCOC(=O)c1c(NC(=O)c2cccnc2)sc(C(C)=O)c1C	12%	10%	i	1	i	-0.025	-0.065	-0.13	-0.7	2.5	2.7	5.5	2	678	-0.34	1352	-1.4%
COc1nc(NCc2ccco2)nc(NC2CCCCC2)n1	-2%	-3%	i	-21	i	0.34	-0.2	0.57	-0.55	4.3	2.6	5.9	-9	763	.	.	1.7%
COc1ccc(/C=N/NC(=O)CCCC(=O)NC2CCCCC2)cc1	3%	-8%	i	-20	i	-0.54	-0.21	0.27	1.4	2.3	2.0	4.3	.	.	-0.05	1596	-1.3%
CCN(CC)c1ccc(-n2c(C)cc(C=O)c2C)cc1	2%	-6%	i	0	i	-0.82	0.62	-0.5	0.52	1.3	1.7	11	9	773	-1.2	820	-0.9%
O=C(CNC1=NCCC1)c1ccc(Cl)cc1	1%	3%	i	24	i	2.9	-0.26	1.6	-1.3	4.6	2.1	1.0	2	589	0.04	1534	-2.4%
Cc1nc2ccccc2c2oc(C(=O)NCC3CCCO3)cc12 (centres undefined)	2%	6%	i	-4	i	-0.44	-0.42	0.15	0.55	3.5	2.5	0.7	.	.	-1.6	1250	-0.2%
N#C/C(=C\C=C\c1ccccc1)C(=O)Nc1ccccc1	-2%	-11%	i	-11	i	-0.66	-0.25	-0.75	0.59	2.7	4.9	2.1	-25	624	-0.31	1091	-2.7%
Cc1ccccc1Nc1nnc(SCC2CCCCO2)s1 (centres undefined)	3%	15%	i	12	i	-0.21	-0.25	0.53	0.35	3.4	2.9	6.6	0	668	-0.76	1283	-10%

Screens from PubChem.
